Bioassay records: PubChem, several laboratories
GPR55 beta-arrestin: GPR55 agonists via beta-arrestin recruitment, primary screen, imaging, U2OS cells, beta-arrestin-GFP redistribution (AID 1961). U2OS GPR55 beta-arrestin-GFP redistribution imaging; higher % means a stronger effect. activation, % at 10 µM, or EC50 in µM where a hit was titrated. 290,000 compounds, 0.048% hits;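 active = activation above 40% with more than 50 cells counted in the well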;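 note: U2OS osteosarcoma cells stably expressing GPR55 and beta-arrestin-GFP; plate controls were DMSO negative control for no effect and LPI positive control for full effect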
NTR1 ag: NTR1-driven beta-arrestin-GFP spot formation – imaging, U2OS cells, high content, primary screen (AID 493036) | activation, % at 20 µM | agonist mode | 330,000 compounds, 0.17% hits | P30989;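 active = activation at or above 40% of the spot to cytoplasm intensity ratio, with at least 20 cells analyzed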;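 note: 0% = DMSO without peptide and 100% = 100 nM NTR1 peptide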
Target sequence (P30989 whole entry, looked up): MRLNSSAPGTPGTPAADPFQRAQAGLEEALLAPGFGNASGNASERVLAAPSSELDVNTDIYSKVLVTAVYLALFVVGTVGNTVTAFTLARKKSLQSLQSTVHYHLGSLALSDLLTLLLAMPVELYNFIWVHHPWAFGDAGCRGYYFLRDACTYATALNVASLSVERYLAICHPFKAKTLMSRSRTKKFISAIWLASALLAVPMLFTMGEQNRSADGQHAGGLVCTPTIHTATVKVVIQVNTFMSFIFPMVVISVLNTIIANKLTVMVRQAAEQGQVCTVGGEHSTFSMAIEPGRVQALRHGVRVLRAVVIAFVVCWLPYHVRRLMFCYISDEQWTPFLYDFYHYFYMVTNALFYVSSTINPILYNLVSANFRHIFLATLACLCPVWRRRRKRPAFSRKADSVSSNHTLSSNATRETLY
T cell modulator: T cell immune modulation candidate; 2C CD8+ T cell-vesicle binding, flow cytometry; stronger effect = lower value; calls only at 7 µM; 330,000 compounds, 0.068% hits;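 active = response, share of CD8 T cells binding vesicles, and their 90th percentile fluorescence all below set limits, cut at about 80% in these data, passing the limit was not always enough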
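Test system: purified 2C TCR transgenic mouse naive CD8+ T cells. Probe or stimulus: QL9-peptide-loaded Drosophila micro-vesicles bearing Ld, ICAM-1 and B7-1. Incubation: binding step 1.5 h, 37 °C, antibody labelling 20 min, ice. Measured by: flow cytometry of vesicle-bound cells.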
GPR35 arrestin U2OS: GPR35 antagonists blocking zaprinast-driven arrestin recruitment, primary screen, imaging, U2OS, beta-arrestin-GFP, zaprinast agonist (AID 2058) | U2OS GPR35 beta-arrestin-GFP translocation imaging, zaprinast antagonism; higher % means a stronger effect | inhibition, % at 10 µM, or IC50 in µM where a hit was titrated | 290,000 compounds, 0.052% hits;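 active = inhibition of at least 50% with at least 30 cells and total cytoplasm GFP at most 10,000,000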
Salmonella PhoP GFP: inhibitors of PhoP regulon expression, primary screen, Salmonella Typhimurium, GFP reporter (AID 1863); one-dose inhibition, % at 50 µM; IC50 in µM for titrated hits; 300,000 compounds, 0.16% hits; S. Typhimurium PhoP-regulated promoter GFP reporter, 4 h; higher % means a stronger effect;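 active = inhibition over 29.93%, a cutoff 3 SD above the screen mean, later confirmed by dose response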;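 note: 0% = low Mg2+ inducing control and 100% = high Mg2+ repressing control; strong numbers were not always called active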
West Nile antiviral: West Nile virus antiviral activity, cell-based, CPE readout (AID 1621); West Nile virus-infected cells, CPE inhibition; higher % means a stronger effect; one-dose CPE inhibition, % at 10 µM; IC50 in µM for titrated hits; 290,000 compounds, 0.02% hits; in the data active = a potency from the dose series; note: strong numbers were not always called active
GPR55 LPI antagonism: inhibition of LPI-stimulated GPR55 beta-arrestin translocation – imaging, U2OS, beta-arrestin-GFP, LPI agonist, primary screen (AID 2013) | U2OS GPR55 beta-arrestin-GFP translocation imaging, LPI antagonism; higher % means a stronger effect | inhibition, % at 10 µM; hits with a dose series show IC50 in µM | 290,000 compounds, 0.13% hits;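 active = spots per cell inhibited over 60%, with over 100 cells counted and total cytoplasm intensity under 500,000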;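 note: U2OS cells stably carrying GPR55 and arrestin-GFP stimulated by 5 µM LPI near EC80; imaged beta-arrestin-GFP aggregate spots per cell after agonist stimulation; plate controls were LPI-stimulated DMSO wells for no effect and DMSO wells without LPI for full effect; some results filed as inactive read as strong as hits; confirmed hits need IC50 under 10 µM and bright autofluorescent wells are also inconclusive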
KOR beta-arrestin-1: KOR antagonists, beta-arrestin recruitment, cell-based, luminescence, uHTS (AID 1778); 290,000 compounds, 0.091% hits; KOR beta-arrestin recruitment, luminescence, antagonist mode; higher % means a stronger effect; one-dose inhibition, % at 10 µM; IC50 in µM for titrated hits; in the data active = inhibition above about 50%; note: strong numbers were not always called active
KOR beta-arrestin-2: kappa opioid receptor activators – cell-based, luminescence, uHTS, primary screen (AID 1777) | KOR beta-arrestin recruitment, luminescence; higher % means a stronger effect | activation, % at 10 µM, or EC50 in µM where a hit was titrated | 280,000 compounds, 0.02% hits; in the data active = activation above about 50%, passing the limit was not always enough; note: a part of the inactive calls stands beside numbers as strong as those of hits
T cell modulator vesicle-bound %: further read-out of T cell modulator, marked with its call; double positive events, %; measured here: CD8+ vesicle-bound cell fraction;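 binding gate set so that unloaded-vesicle control wells show 10% double positive cells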
NTR1 ag cell count 20 µM: further read-out of NTR1 ag, marked with its call; cell count; measured here: cell count, cytotoxicity flag
The depositor's hits bear a star; i = inactive; . = not tested or not shown; [ ] = another dose, or the depositor's remark.

SMILES | GPR55 beta-arrestin | NTR1 ag | NTR1 ag cell count 20 µM | T cell modulator | T cell modulator vesicle-bound % | GPR35 arrestin U2OS | Salmonella PhoP GFP | West Nile antiviral | GPR55 LPI antagonism | KOR beta-arrestin-1 | KOR beta-arrestin-2
CN(C)C(=S)NC(=O)c1cccc(Cl)c1 | -0.1% | 0.2 | 57 | i | 10.8 | 14.0% | -6.5% | -0.2% | 6.7% | 4.5% | -5.3%
CC(=O)Nc1ccc(-c2csc(Nc3ccc(S(N)(=O)=O)cc3)n2)cc1 | -0.5% | 1.3 | 62 | i | 47.3 | -11.0% | -0.4% | 0.7% | 2.0% | -13.3% | -2.9%
O=C(NCCc1ccccc1)c1c(O)c2cccc3c2n(c1=O)CC3 | -0.1% | 10.4 | 42 | i | 35.0 | -21.5% | -3.7% | 0.2% | 7.0% | 11.5% | -8.0%
CC(C)(C)NC(=O)CN1C(=O)/C(=C/c2ccccc2)SC1=S | 0.0% | 0.2 | 30 | i | 61.2 | 0.3% | -4.3% | 0.3% | 14.9% | 0.3% | 3.6%
CCn1cc(C(=O)NCc2ccco2)c(=O)c2cc(S(=O)(=O)N3CCc4ccccc4C3)ccc21 | 0.0% | 2.8 | 45 | i | 36.3 | 10.1% | 27.6% | 0.8% | 6.3% | -11.6% | 3.3%
CCOc1ccc(CCNS(=O)(=O)c2ccc3c(c2)NC(=O)CO3)cc1OCC | -0.4% | 1.4 | 62 | i | 25.5 | -0.7% | 0.7% | -0.5% | -1.1% | -40.3% | 3.4%
CC(=O)N1CCN(c2ccc(Nc3ncnc4c3oc3ccccc34)cc2)CC1 | -0.3% | 0.3 | 42 | i | 27.7 | 1.7% | 2.1% | 1.7% | -10.5% | -45.8% | -3.0%
Cc1cccc(-n2c(C)cc(C)c(C#N)c2=O)c1 | 0.6% | 1.0 | 87 | i | 52.8 | 1.8% | 10.0% | 0.5% | 14.7% | -38.2%[20 µM] | .
O=S1(=O)CCN2C(Cc3ccc(SC(F)F)cc3)=CSC2=N1 | -0.3% | 1.4 | 23 | i | 36.9 | -13.4% | 20.1% | -0.3% | -4.0% | -7.3% | 6.9%
O=C(OCc1cc2ccccc2[nH]c1=O)c1ccccn1 | 0.0% | 1.7 | 64 | i | 36.6 | 13.5% | 6.6% | 0.3% | 5.1% | 27.9% | -1.1%
O=C(CSc1ncn[nH]1)Nc1ccc(S(=O)(=O)N2CCCC2)cc1 | -0.1% | -0.3 | 44 | i | 48.7 | 15.5% | 13.5% | 0.0% | 12.1% | -38.4% | 1.1%
Cc1[nH]c2ccccc2c1/C=C/C(=O)c1ccccc1 | 1.7% | 15.0 | 48 | i | 29.0 | 4.5% | 4.2% | 0.9% | 17.0% | -33.8% | 1.2%
COc1ccccc1Oc1ccc(Oc2ccccc2OC)cc1 | -0.4% | 1.1 | 42 | i | 37.0 | 24.8% | -6.4% | -0.9% | 10.8% | 9.9% | -4.0%
O=C(c1ccccc1)N1CCC(c2nc3c(nnn3Cc3ccco3)c(=O)[nH]2)CC1 | -0.1% | 0.1 | 92 | i | 44.1 | -7.0% | -5.0% | -0.1% | -7.9% | 27.4% | 3.3%
CC(C)CCN1CCN(C2CCN(c3ccccc3)CC2)CC1CCO (centres undefined) | -0.2% | -1.7 | 73 | i | 53.0 | 9.8% | -9.9% | -0.2% | 6.3% | 1.4% | -1.5%
Nc1ncc(Br)cc1S(=O)(=O)NCCC(=O)N1CCN(c2ccccn2)CC1 | 0.5% | 4.8 | 61 | i | 40.7 | -0.1% | 0.6% | -0.9% | -17.8% | 6.9% | -1.0%
O=C(O)c1cc(N2C(=O)C3C4C=CC(C4)C3C2=O)ccc1N1CCOCC1 (centres undefined) | 0.3% | -0.9 | 53 | i | 19.7 | 10.6% | 6.4% | 0.8% | 5.8% | 2.9%[20 µM] | 1.3%
COCc1nnc(NC(=O)C(C)C)s1 | -0.2% | -0.2 | 40 | i | 4.4 | 1.9% | 14.1% | -0.1% | 4.6% | 12.4% | -5.1%
OC(CN1CCN(c2ccccc2F)CC1)c1ccc(F)cc1 (centres undefined) | -0.1% | -1.9 | 67 | i | 4.9 | 4.6% | 13.1% | 0.1% | -2.9% | 39.2% | -4.8%
COC(=O)C(Cc1ccccc1)NS(=O)(=O)c1ccccc1Br (centres undefined) | 0.3% | -3.2 | 58 | i | 18.0 | 1.1% | 5.6% | -0.2% | -0.4% | 2.0% | 3.0%
CCOC(=O)C1=C(C)NC(=O)NC1/C=C/c1ccccc1OC (centres undefined) | -0.1% | -0.1 | 67 | i | 57.7 | 7.3% | 9.7% | -1.1% | 10.3% | -28.1%[20 µM] | .
Fc1ccccc1CNC(=S)NC1CCCCC1 | 0.5% | -0.5 | 65 | i | 70.8 | 3.7% | 6.4% | -1.1% | -0.3% | 2.3% | -2.2%
O=C(c1cccc(S(=O)(=O)N2CCCC2)c1)N(Cc1ccco1)C1CCS(=O)(=O)C1 (centres undefined) | 0.0% | 0.4 | 58 | i | 48.1 | -2.0% | 2.4% | -0.2% | 0.9% | 6.1% | -0.9%
Cc1c(S(=O)(=O)Nc2ccc(Br)cc2)c(=O)n(C)c(=O)n1C | 0.0% | -1.4 | 53 | i | 47.5 | -2.1% | . | -0.4% | 7.6% | -21.6%[20 µM] | -5.7%
Cc1cc(C)cc(NC(=O)NNC(=O)c2cc3occc3[nH]2)c1 | 0.3% | 0.2 | 67 | i | 7.6 | -12.5% | 5.7% | 0.4% | -22.4% | -1.3% | 5.1%
O=[N+]([O-])c1ccc(CS(=O)(=O)N2CCN(c3ccccc3)CC2)cc1 | . | -1.0 | 50 | i | 15.7 | -13.1% | -2.2% | -0.8% | -5.5% | -21.2% | -0.5%
CC(=O)Nc1ccc(N/C=C2/CCCC2=O)cc1 | 0.4% | -1.1 | 45 | i | 26.6 | 9.7% | -9.7% | 0.0% | -0.7% | -5.9% | 2.1%
c1csc(Cn2c(-c3cccs3)nc3ccccc32)c1 | 0.3% | -1.8 | 53 | i | 31.9 | -8.0% | 5.3% | -0.7% | -1.4% | 5.7% | -2.7%
COc1ccc(-c2nc(NC(=O)c3[nH]c(C)c(C(C)=O)c3C)sc2C)cc1 | -0.2% | 34.9 | 52 | i | 56.2 | -8.5% | -15.8% | 0.1% | 7.3% | -30.9% | 5.9%
Clc1ccc(OCCn2ccnc2)c2ccccc12 | 0.2% | -1.7 | 58 | i | 32.5 | -3.8% | 85.6µM* | -1.1% | 9.8% | 12.5% | 0.8%
C=CCn1c(O)c(N=NC(=O)CNC(=O)c2ccncc2)c2ccccc21 | 0.2% | -0.2 | 47 | i | 3.0 | 1.9% | 2.2% | -0.5% | -2.8% | -6.9% | -3.3%
CCCCNC(=O)CN(c1cccc(F)c1)S(C)(=O)=O | -0.1% | -0.5 | 75 | i | 36.3 | -2.1% | 3.3% | -0.2% | 1.8% | -13.4% | -1.0%
COC(=O)c1cccc(Nc2ncnc3sccc23)c1 | 0.5% | 3.6 | 54 | i | 42.6 | -19.0% | 8.6% | -0.2% | 15.5% | 0.1% | -5.0%
COc1ccc2c(c1)CCc1c(C(=O)NCc3ccco3)noc1-2 | -0.1% | 2.6 | 81 | i | 43.2 | -6.7% | 1.8% | 0.9% | 19.2% | -10.0% | -0.6%
CCN1CCN(C(=O)c2ccc3c(=O)n(CCC4=CCCCC4)c(=O)[nH]c3c2)CC1 | 0.5% | -1.8 | 87 | i | 29.3 | -3.9% | 4.4% | -0.9% | 17.4% | -29.2% | -3.9%
COCC(=O)Nc1c(C(=O)Nc2ccccc2OC)oc2ccccc12 | -0.1% | 5.3 | 79 | i | 13.5 | -3.0% | -9.2% | 0.6% | 11.1% | 14.9% | -0.1%
CCOC(=O)C1CCCN(C(=O)c2cn(C)c(=O)c3cc(OC)c(OC)cc23)C1 (centres undefined) | -0.3% | -1.8 | 59 | i | 11.3 | 3.8% | 1.1% | 0.2% | 9.3% | 8.2% | 9.4%
C=CCN(c1ccc(C(=O)Nc2cccc(C)c2)cc1)S(C)(=O)=O | -0.8% | -0.3 | 37 | i | 52.0 | 2.6% | -8.9% | -0.1% | 7.4% | -9.5% | 3.5%
O=C(NC(=S)Nc1ccccn1)c1cncc(Br)c1 | 0.1% | -3.0 | 15 | i | 48.8 | 3.3% | -0.4% | 0.0% | 9.3% | 14.5% | -0.4%
Cn1nc(-c2ccccc2F)c2cc(C(=O)Nc3ccc4c(c3)OCCO4)sc21 | 0.3% | -1.0 | 97 | i | 21.0 | -7.3% | 4.1% | 0.5% | -10.1% | -34.9% | 3.8%
CCOC(=O)c1cnn(-c2nc(OC)cc(OC)n2)c1C(F)(F)F | 0.3% | 5.1 | 56 | i | 29.6 | -15.6% | -0.7% | -0.3% | 0.6% | . | -2.0%
O=C(NCCCNC(=O)c1ccccn1)c1ccc(Cl)cc1 | 0.0% | -0.9 | 64 | i | 21.4 | -1.9% | 8.4% | -0.3% | -2.0% | -20.6% | 1.5%
COc1ccc(C(=O)N(C)Cc2ccon2)cc1OC1CCN(C(C)C)CC1 | 0.2% | 3.9 | 51 | i | 27.3 | -9.6% | -0.1% | -0.5% | 1.4% | -16.2% | 3.1%
C/C(=N\OCC(=O)OC(C)C(=O)Nc1ccc(C(N)=O)cc1)c1ccc2c(c1)OCO2 (centres undefined) | 0.6% | -0.2 | 89 | i | 29.5 | 6.8% | -2.7% | -0.3% | 4.8% | -37.5% | 10.8%
O=C(COc1ccc(Cl)cc1)N1CCN(S(=O)(=O)c2ccc(Cl)cc2)CC1 | 0.3% | 4.1 | 51 | i | 38.1 | 8.1% | -1.5% | -0.5% | 3.7% | -3.1% | 3.3%
CCOC(=O)c1ccc(NC(=O)NCc2ccccc2OC)cc1 | -0.1% | -0.6 | 36 | i | 4.3 | -9.1% | 2.5% | -0.8% | 6.3% | -15.4%[20 µM] | 0.5%
Cc1cc(NC(=O)COC(=O)c2ccccc2S(=O)(=O)N(C)c2ccccc2)no1 | -0.4% | 0.6 | 51 | i | 34.7 | 3.4% | 1.3% | -1.4% | 13.2% | 28.3% | -1.6%
c1coc(CNC2C3CC4CC(C3)CC2C4)c1 (centres undefined) | 0.0% | -1.3 | 41 | i | 13.5 | -2.3% | -3.6% | -0.6% | 26.1% | 3.4% | 4.7%
